Screening data as filed in PubChem BioAssay.
EBV gp42 block – Epstein-Barr virus gp42 inhibitors, primary screen, biochemical, uHTS, fluorescence polarization | Glycoprotein 42 (Epstein-Barr virus (strain AG876)), Q1HVG2 | Fluorescence polarization binding assay, mP read-out | inhibition, % (tested at 21.74 µM) | hit rate 0.42% among 220,000; in the data active = inhibition above about 50%
L929 necroptosis – inhibitors of zVAD-triggered necroptosis, primary screen, L929 cells; L929 zVAD necroptosis rescue, ATP luminescence, 24 h; with zVAD 60 µM; viability rescue, % at 10 µM; hit rate 0.38% among 220,000; AID 1377, 2008;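 active = activation, scaled between plate controls, above about 75%, limit read from the data; inactive = activation under that limit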;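 note: 0% = zVAD with DMSO and 100% = DMSO alone without zVAD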
PERK inh – block of dimerizer-induced PERK translation repression, primary screen, PERK inhibitor project, CHO PERK-DD cells, SEAP luminescence, HTS; hit rate 0.17% among 220,000; CHO PERK-DD fusion, SEAP luminescence translation reporter; inhibition, % at 5.6 µM; Eukaryotic translation initiation factor 2-alpha kinase 3 (Homo sapiens), Q9NZJ5;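 active = inhibition above the mean inhibition of all tested compounds plus 3 SD, set separately per screening campaign, cut at about 2.9% in these data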;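 note: PERK kinase domain activated by AP20187 dimerizer at 100 nM; 0% = DMSO with dimerizer and 100% = rapamycin at 8.4 µM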
MDM2 E3 inh – MDM2-luciferase reporter signal enhancers, primary screen, MDM2 E3 ligase inhibitor project, cell-based, luminescence, 1536-well. signal enhancement, % at 5 µM. E3 ubiquitin-protein ligase Mdm2 (Homo sapiens), Q00987. cell-based MDM2 ubiquitination luciferase reporter, 2 h; 0 = plate control, 100 = twice control, blank-subtracted. hit rate 0.11% among 210,000;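 active = signal enhancement of 30% or more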;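 note: luminescence tracks abundance of the self-degrading MDM2-luciferase fusion protein; higher signal means inhibition of MDM2 E3 ligase activity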
Target sequence (Q00987 whole entry, looked up, the tested form may be a part): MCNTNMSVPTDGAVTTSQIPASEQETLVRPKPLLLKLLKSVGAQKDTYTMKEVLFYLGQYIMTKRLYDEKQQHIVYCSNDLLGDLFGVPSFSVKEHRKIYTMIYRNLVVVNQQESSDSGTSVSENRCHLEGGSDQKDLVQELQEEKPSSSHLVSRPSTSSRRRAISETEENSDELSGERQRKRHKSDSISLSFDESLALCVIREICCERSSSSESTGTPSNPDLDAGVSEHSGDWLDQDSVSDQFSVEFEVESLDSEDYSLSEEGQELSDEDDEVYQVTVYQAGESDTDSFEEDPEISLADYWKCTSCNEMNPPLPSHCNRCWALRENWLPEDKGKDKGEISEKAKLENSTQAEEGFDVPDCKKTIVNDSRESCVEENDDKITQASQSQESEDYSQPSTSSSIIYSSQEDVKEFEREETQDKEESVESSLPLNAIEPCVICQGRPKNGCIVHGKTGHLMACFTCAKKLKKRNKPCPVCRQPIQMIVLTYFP
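test system = mammalian cells stably expressing self-ubiquitinating, self-degrading MDM2 E3–luciferase fusion | quantity = 2000 cells/well | incubation = cell settling 4 h, compound treatment 2 h, both 37 °C | signal = luminescence with SteadyLite reagent, 15 min at room temperature | evaluation = % enhancement relative to plate controls after blank subtraction | benchmarks = plate controls and plate blanks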
KCC2 mod – KCC2 cotransporter modulators, thallium flux, primary screen, cell-based, HEK293 KCC2, FluoZin-2 fluorescence, MLSMR; B-score of Tl+ flux slope (higher = more flux/activation; lower = inhibition) at 10 µM; hit rate 2.2% among 190,000; AID 1456, 2008; KCC2 cells, thallium flux FluoZin-2 fluorescence; Solute carrier family 12 member 5 (Homo sapiens), Q9H2X9;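 active = thallium flux slope and its plate-corrected score both differing from the plate sample mean at a set confidence after two filtering rounds, in either direction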;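 note: slope of fluorescence scaled to starting intensity during 10 to 20 s after thallium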
eIF4E-4G inh – eIF4E–eIF4G protein interaction inhibitors, primary screen, biochemical, uHTS, TR-FRET, eIF4GI fragment. TR-FRET eIF4E-eIF4GI(517-606) binding, 2 h. hit rate 0.37% among 220,000. Eukaryotic translation initiation factor 4E (Mus musculus) + Eukaryotic translation …. inhibition, % at 21.7 µM. AID 782, 2007;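 active = inhibition above about 30%, limit read from the data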;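 note: 0% = full FRET control wells and 100% = background wells lacking eIF4GI fragment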
Calpain2 inh – inhibitors of pig calpain II, primary screen, biochemical, fluorogenic peptide substrate, 1536-well; purified calpain II, 30 min; inhibition, % at 16 µM; hit rate 0.37% among 220,000; AID 1236, 2008;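 active = inhibition above about 50%, limit read from the data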
TNF death inh – inhibitors of TNF-alpha triggered necroptosis, primary screen, cell-based, Jurkat FADD-/-, single concentration; hit rate 0.068% among 220,000; Jurkat FADD-/- TNF necroptosis rescue, ATP luminescence, 24 h; 0 = TNF only, 100 = no-TNF cells; AID 463075, 2010; activation (protection from cell death), % at 10 µM;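 active = activation, meaning protection from cell death, of at least 50% relative to plate controls; inactive = activation below 50%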;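 note: necroptosis triggered by 40 ng/mL TNF-alpha added together with compound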
Rad51 HR inh – human RAD51 strand exchange inhibitors, primary screen, biochemical, fluorescence. DNA repair protein RAD51 homolog 1 (Homo sapiens), Q06609. hRad51 DNA strand exchange, fluorescence dequenching. inhibition, % at 10 µM. hit rate 0.085% among 200,000. AID 1385, 2008;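 active = inhibition above 40% at the single screening dose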;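 note: 0% = DMSO control wells and 100% = blanks with heterologous ssDNA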
Target sequence (Q06609 whole entry, looked up): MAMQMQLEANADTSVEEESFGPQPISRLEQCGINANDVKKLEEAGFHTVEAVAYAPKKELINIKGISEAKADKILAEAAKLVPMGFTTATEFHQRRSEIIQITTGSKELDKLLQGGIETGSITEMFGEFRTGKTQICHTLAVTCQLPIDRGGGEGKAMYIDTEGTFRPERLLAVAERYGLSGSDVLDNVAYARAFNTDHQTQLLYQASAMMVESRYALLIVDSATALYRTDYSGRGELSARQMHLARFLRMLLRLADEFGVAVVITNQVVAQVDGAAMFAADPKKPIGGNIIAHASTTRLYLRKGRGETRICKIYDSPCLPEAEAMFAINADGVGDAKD
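material = hRad51 filaments on single-stranded DNA | timing = filaments 15 min 37 °C, then compound 30 min | signal = FRET fluorescence dequenching, excitation 485 nm, emission 520 nm | benchmarks = control wells and blank wells on each plate | evaluation = percent inhibition relative to plate controls and blanks | compound = 10 µM final, single point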
Starred values were filed as active, the others as inactive; i = inactive; · = not tested or not shown; [ ] = another dose, or the depositor's remark.

Below each SMILES – EBV gp42 block, L929 necroptosis, PERK inh, MDM2 E3 inh, KCC2 mod, eIF4E-4G inh, Calpain2 inh, TNF death inh, Rad51 HR inh
#1 O=C(NC1CCCCCC1)c1cc(S(=O)(=O)N2CCCCC2)ccc1N1CCOCC1
→ -5, 0.4, 0.1, -3, -0.055, 4, -12, 1.5, 0
#2 O=C(NCc1ccc2c(c1)OCO2)Nc1ccc2nsnc2c1
→ 7, -0.3, -0.1, 1, 0.4, -1, -17, 0.3, ·
#3 Nc1nnc(CCS(=O)(=O)c2ccc(Br)cc2)s1
→ -10, 2.4, 0.0, -9, 1.2, 4, -9, 0.4, 7
#4 CC(NC(=O)C12CC3CC(CC(C3)C1)C2)C(=O)N/N=C/C1=C(N2CCOCC2)C(=C\c2ccccc2)/CC1 (configuration not stated)
→ 1, ·, -0.2, -1, 0.89, -3, -92, 1.7, ·
#5 CCOc1ccc(NC(=O)Cc2cccc3ccccc23)c([N+](=O)[O-])c1
→ -11, 0.0, -0.3, -14, -0.47, 4, -5, 2.6, 16
#6 O=C(Nc1cc(C(F)(F)F)ccc1N1CCOCC1)c1ccc2ccccc2n1
→ 4, 1.0, 0.8, 8, 0.67, 2, 9, -0.3, -4
#7 O=C(NCc1cccnc1)C(=O)NCC(c1ccco1)N1CCN(c2ccc(F)cc2)CC1 (configuration not stated)
→ -4, -0.7, -0.3, 11, 0.18, 4, -2, 0.9, -1
#8 C=CCOC(=O)C1=C(C)N=C2SCCC(=O)N2C1/C=C/c1ccccc1 (configuration not stated)
→ -4, -0.1, -0.4, -7, 0.0017, 1, 23, 1.2, 6
#9 CCOC(=O)c1nnn(-c2nonc2N)c1-c1ccccc1
→ -6, -0.4, 0.0, -5, 0.48, 6, 10, -1.8, -5
#10 Cc1cc(C)n(-c2ccc(C(=O)N3CCc4ccccc43)cc2)n1
→ -13, 0.9, -0.2, -6, -3.6, 3[fluorescence artefact?], -8, -1.8, -9
#11 O=C1C(N2CCOCC2)=C(n2nnc3ccccc32)C(=O)c2ccccc21
→ -13, 11, -0.9, -12, -0.27, 2, 35, -26, -3
#12 CC(C)NS(=O)(=O)c1ccc(CCC(=O)NCc2cccnc2)cc1
→ 9, 0.3, 0.4, -19, 0.79, -12, 21, 1.3, 6
#13 FC(F)(F)c1cc(Cl)c2nnc(-c3cccnc3)n2c1
→ -15, 0.8, 0.6, -10, 0.069, 1, 5, 0.1, 15
#14 COc1cc(C(=O)O/N=C(\N)c2ccc([N+](=O)[O-])cc2)cc(OC)c1OC
→ 4, 0.2, -0.7, -11, -0.62, 1, 14, -0.1, -1
#15 CS(=O)(=O)c1[nH]nc(-c2ccccc2Cl)c1C#N
→ -27, -0.2, 1.0, -6, -0.022, 0, 0, 0.6, -11
#16 CCOC(=O)N1CCN(Cc2c(F)cccc2Cl)CC1
→ 1, 0.0, 0.8, -6, 0.14, 9, 9, 0.9, 4
#17 COc1ccc(OC)c(C2C(C#N)=C(N)Oc3cc(C)n(Cc4ccccn4)c(=O)c32)c1 (configuration not stated)
→ -3, 2.2, 0.8, -18, 1.3, 4, 9, 2.3, 2
#18 COc1ccc(NC(=O)CN(c2cc(C)cc(C)c2)S(=O)(=O)c2c(C)noc2C)cc1
→ -2, 0.2, -0.7, -15, 0.53, 4, -2, 1.0, -9
#19 CC(=O)Nc1nc(-c2ccccc2)ns1
→ -7, 0.2, -1.1, -8, 0.14, 3, -9, 0.3, -4
#20 CN(CC(=O)Nc1ccc(F)cc1)CC(=O)Nc1ccc(F)c(F)c1F
→ -18, -1.2, 0.2, -22, 0.081, -5, 2, 2.6, 2
#21 CCCCCCN=CC1=C(O)C(C(=O)OC)C(C)(C)CC1=O (configuration not stated)
→ -12, -0.5, -0.5, -7, ·, -12, -25, -1.2, -5
#22 CCCCN(CC)C(=O)/C=C/c1cccc([N+](=O)[O-])c1
→ -9, -0.2, 0.5, -6, 0.86, -1, -6, 2.7, 7
#23 O=C(NCC1CCCO1)c1onc(CSc2cccc(Cl)c2)c1C(=O)O (configuration not stated)
→ -7, -0.1, 1.2, -11, 0.091, -2, 3, -1.0, -1
#24 CC(=O)Nc1cccc2c1C(=O)NC2=O
→ -11, 0.5, 2.6, -14, -0.45, 3, -71, -1.5, 9
#25 CCOc1ccccc1-n1c(SCC(=O)Nc2ccc(CC)cc2)nc2n[nH]c(C)c2c1=N
→ -3, 80*, -0.7, -5, -0.28, -7, -289, -2.5, -2
#26 COc1ccc(S(=O)(=O)Cc2ccc(C(=O)N3CCC(C(N)=O)CC3)o2)cc1
→ -13, 1.6, -0.8, -2, ·, 1, -30, 0.3, 1
#27 O=c1ccc(/C=C/c2ccccc2)nn1Cc1ccc(Cl)cc1Cl
→ -7, 0.1, 1.2, -15, ·, -21, -42, 1.4, -8
#28 O=C(NC(=S)Nc1ccc(Cc2ccncc2)cc1)c1ccccc1F
→ -5, 2.3, 0.3, -8, 0.83, 0, 21, 0.2, ·
#29 COC(=O)c1c(C(C)=O)cnc2ccc(Br)cc12
→ -6, -0.1, -0.6, -3, ·, 1, -9, -2.6, -3
#30 N#CC1=C(N)SC(N)=C(C#N)C1c1ccc(C(F)(F)F)cc1
→ -34, 0.5, 0.1, 10, 0.93, 4, -10, -0.9, ·
#31 COc1ccc(-n2c(Cn3c(=O)sc4ccccc43)nnc2SC)cc1
→ -17, -0.3, -0.1, -10, 0.47, 5, -16, -0.7, -2
#32 CC(C)(C)c1ccc(/C=C/C(=O)Nc2ccncc2)cc1
→ -1, 1.0, -0.2, -5, 0.7, -2, 23, 1.8, -1
#33 COc1cccc(-c2nn(-c3ccccc3)cc2C(=O)O)c1
→ 8, 1.5, 1.6, -8, ·, -14, -34, 0.3, -4
#34 COc1cc(-c2nc3ccc4ccccc4c3c3c2CCC3)cc(OC)c1OC
→ -6, 0.4, -0.2, -5, 0.074, 2, -11, 0.8, -4
#35 CCc1ccc(S(=O)(=O)NCc2ccc(N3CCN(C)CC3)cc2)cc1
→ -11, -0.3, 0.2, -4, ·, 6, 2, -0.9, -5
#36 Cc1cc(C)c2c(=O)n(CC(=O)Nc3cccc(Cl)c3C)sc2n1
→ -6, -0.1, 0.8, -1, 0.049, 11, -27, -3.9, 7
#37 CN(C)S(=O)(=O)c1ccc(C(=O)Nc2ccc(CN3CCCC3)cc2)cc1
→ 2, 0.3, 1.0, -7, 1.5, -2, -9, -3.4, 1
#38 Cc1ccc(CC2SC(=Nc3ccccc3)N(c3ccccc3)C2=O)cc1 (configuration not stated)
→ 8, 1.6, 0.0, -1, -0.6, -3, 10, -0.8, 21
#39 COc1cc(OC)cc(C(=O)Nc2ccc(-c3nc4ccccc4o3)c(O)c2)c1
→ -25, -0.3, 1.5, -11, -2.3, -30, i, 1.4, -8
#40 O=C(NCc1ccc(F)cc1)c1ccc[nH]1
→ -7, 1.7, 0.6, -12, 0.21, 0, 0, 2.3, 6

The list goes on, starting with the last five of the part before.
Below each SMILES – EBV gp42 block, L929 necroptosis, PERK inh, MDM2 E3 inh, KCC2 mod, eIF4E-4G inh, Calpain2 inh, TNF death inh, Rad51 HR inh
#36 Cc1cc(C)c2c(=O)n(CC(=O)Nc3cccc(Cl)c3C)sc2n1
→ -6, -0.1, 0.8, -1, 0.049, 11, -27, -3.9, 7
#37 CN(C)S(=O)(=O)c1ccc(C(=O)Nc2ccc(CN3CCCC3)cc2)cc1
→ 2, 0.3, 1.0, -7, 1.5, -2, -9, -3.4, 1
#38 Cc1ccc(CC2SC(=Nc3ccccc3)N(c3ccccc3)C2=O)cc1 (configuration not stated)
→ 8, 1.6, 0.0, -1, -0.6, -3, 10, -0.8, 21
#39 COc1cc(OC)cc(C(=O)Nc2ccc(-c3nc4ccccc4o3)c(O)c2)c1
→ -25, -0.3, 1.5, -11, -2.3, -30, i, 1.4, -8
#40 O=C(NCc1ccc(F)cc1)c1ccc[nH]1
→ -7, 1.7, 0.6, -12, 0.21, 0, 0, 2.3, 6
#41 O=C(NCc1ccc(F)cc1)c1cccc2c1C(=O)N(Cc1cccnc1)C2
→ -7, 0.9, 0.7, 11, -0.48, 1, -48, 0.2, -10
#42 O=C(N/N=C/c1cc([N+](=O)[O-])ccc1O)NC12CC3CC(CC(C3)C1)C2
→ 4, 0.0, -0.1, -23, -2, 1, -42, -3.9, -19
#43 O=C(C1CCN(S(=O)(=O)c2cccnc2)CC1)N1CCCCC1
→ -1, -0.4, 1.3, -9, 0.42, -5, -42, -0.7, -3
#44 Cc1ccnc(NC(=O)c2sc3cc(Cl)ccc3c2Cl)c1
→ -3, 1.8, 0.8, -25, -0.032, -5, -78, 0.5, -6
#45 CN(C)CC(C)(C)CNC(C(=O)Nc1ccc(Cl)cc1C(F)(F)F)c1ccccc1 (configuration not stated)
→ 2, -1.9, 0.0, -22, 0.8, 0, -18, 7.7, -8
#46 O=c1c(S(=O)(=O)c2ccc(Cl)cc2)cn(Cc2ccccc2)c2ccc(F)cc12
→ 1, 1.2, -1.4, -10, 1.1, -2, 11, 4.0, -4
#47 O=C(NCCc1ccccn1)c1ccc(S(=O)(=O)N2CCCCCC2)cc1
→ 0, 1.0, -0.1, -24, 0.58, -4[fluorescence artefact?], -14, -2.3, -1
#48 CC1(C)CC(C(=O)NCCC(c2ccccc2)c2ccco2)CCO1 (configuration not stated)
→ -4, -1.2, -0.1, -11, -0.83, 8[fluorescence artefact?], 15, 0.1, -4
#49 COc1cc(C2NC(=S)NC3=C2CCc2ccccc23)cc(OC)c1OC (configuration not stated)
→ 2, 0.0, -1.0, ·, 0.52, 5, 11, -0.7, ·
